Bioassay records as filed in PubChem.
Efflux pump inh: inhibitors of Candida antifungal efflux pumps expressed in yeast. S. cerevisiae Candida pump triplex, Nile Red efflux. inhibition, % at 10 µM. hit rate 0.44% among 330,000. AID 485275;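 active means plate passing quality check with inhibition over a set limit, or well fluorescence over plate mean plus 4 SD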;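 further: Nile Red retained in pooled yeast measured as flow cytometry median fluorescence; 0% = buffer negative control and 100% = Enniatin B positive control; higher means more Nile Red kept so more efflux inhibition; some compounds called inactive have numbers as strong as hits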
MEP2 TOR yeast: alters MEP2-GFP fluorescence in TOR pathway yeast screen; GFP response vs DMSO, % at 10 µM; S. cerevisiae MEP2-GFP strain, flow cytometry GFP, 3 h; 100% = DMSO control level; hit rate 0.51% among 330,000;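 active means GFP response versus DMSO above a set limit, roughly screen mean plus 3 SD, cut at about 180% in these data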;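 further: median GFP fluorescence of the barcode-gated MEP2-GFP cells per well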
Yeast superoxide: caloric restriction mimetics inhibiting age-related superoxide in yeast | S. cerevisiae aged cells, superoxide DHE fluorescence; hits give low values | superoxide response (% of plate mean), % at 10 µM | hit rate 0.18% among 330,000;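 active means superoxide response under a set limit, about three screen SD below normal, cut at about 65% in these data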;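 further: yeast aged for seven days with compound at 30 °C before DHE staining; 100% = average MFI of all compound-treated wells on the plate with controls excluded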
AGP1-GFP MLPCN: modulators of TOR pathway AGP1-GFP in S. cerevisiae; S. cerevisiae AGP1-GFP multiplex flow cytometry, 3 h; GFP as percent of DMSO wells; GFP response vs DMSO, % at 10 µM; hit rate 0.02% among 320,000; AID 2066;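 active means GFP response relative to DMSO above a set limit, near screen average plus 3 SD, cut at about 150% in these data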;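 further: median GFP channel fluorescence of the gated AGP1 strain per well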
CIT2-GFP yeast: yeast TOR pathway CIT2-GFP modulation; S. cerevisiae CIT2-GFP strain, flow cytometry, 3 h; 100 means same as DMSO wells; GFP response vs DMSO, % at 10 µM; hit rate 0.065% among 320,000; AID 2029;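 active means GFP response relative to DMSO above a set limit, near the screen mean plus 3 SD, cut at about 150% in these data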;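 further: ratio of well median GFP fluorescence to mean of DMSO wells on the plate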
RPL19A-GFP yeast: alters RPL19A-GFP fluorescence in TOR pathway yeast screen; percent response vs DMSO, % at 10 µM; AID 2025; S. cerevisiae RPL19A-GFP strain, flow cytometry, 3 h; hits give low values; hit rate 0.3% among 330,000;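 active means percent response vs DMSO below 50%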;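 further: median channel GFP fluorescence of the barcoded RPL19A-GFP strain; ratio of sample median GFP to plate DMSO average so 100% = DMSO; lower means less RPL19A-GFP as with rapamycin TOR inhibition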
AHR activator: activators of human aryl hydrocarbon receptor; P35869; AHR-responsive luciferase reporter cells, luminescence; activation, % at 5 µM; hit rate 2.5% among 320,000; in the data active means activation above about 47%;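 further: 0% = vehicle wells and 100% = reference agonist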
LAP4 TOR yeast: yeast TOR pathway LAP4-GFP modulation; GFP response vs DMSO, % at 10 µM; hit rate 0.34% among 320,000; S. cerevisiae LAP4-GFP multiplex, flow cytometry GFP, 3 h; median GFP as percent of DMSO wells;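 active means GFP response vs DMSO above a set limit, about the screen mean plus 3 SD, cut at about 150% in these data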
Starred values were filed as active, the others as inactive; · = no result given; [ ] = dose if it differs, or a comment.

Abbreviations: A = Efflux pump inh; B = MEP2 TOR yeast; C = Yeast superoxide; D = AGP1-GFP MLPCN; E = CIT2-GFP yeast; F = RPL19A-GFP yeast; G = AHR activator; H = LAP4 TOR yeast
Compound: O=C(N/N=C\c1ccc(CNS(=O)(=O)c2ccc(Cl)cc2)o1)C(=O)Nc1ccc(Oc2ccccc2)cc1
  A: 0.1 | B: 99 | C: 94 | D: 95 | E: 97 | F: 97 | G: 1 | H: 94
Compound: CS(=O)(=O)Cc1cccc(C(=O)NC2CCSc3ccccc32)c1 (stereo not drawn)
  A: -0.2 | B: 99 | C: 82 | D: 95 | E: 100 | F: 96 | G: 0 | H: 95
Compound: CCOc1cccc(CN2CCCC(C(=O)Nc3ccc(-c4ccn[nH]4)cc3)C2)c1O (stereo not drawn)
  A: -0.6 | B: 110 | C: 117 | D: 105 | E: 109 | F: 106 | G: 7 | H: 101
Compound: NC(=O)C[C@@H]1N[C@]2(C(=O)Nc3ccccc32)[C@@H]2C(=O)N(c3cc(C(F)(F)F)ccc3Cl)C(=O)[C@H]12
  A: -0.1 | B: 108 | C: 110 | D: 105 | E: 100 | F: 102 | G: 10 | H: 110
Compound: CN(C(=O)COC(=O)c1nc(-c2ccccc2)n(-c2ccccc2)n1)C1CCS(=O)(=O)C1 (stereo not drawn)
  A: 0.0 | B: 101 | C: 111 | D: 106 | E: 102 | F: 105 | G: -4 | H: 101
Compound: Cn1cc(S(=O)(=O)N2CCC3(CC2)OCCO3)c(=O)n(C)c1=O
  A: 0.1 | B: 98 | C: 85 | D: 96 | E: 97 | F: 95 | G: 2 | H: 97
Compound: COc1ccc(CCNC(=O)C2CCN(S(C)(=O)=O)CC2)cc1
  A: 0.0 | B: 104 | C: 91 | D: 107 | E: 103 | F: 102 | G: -1 | H: 100
Compound: CSc1nc2ccsc2c(=O)n1-c1ccccn1
  A: 0.0 | B: 96 | C: 103 | D: · | E: 102 | F: 93 | G: 0 | H: 96
Compound: CCCN(CCC)C(=O)CC(c1ccccc1)C1CCOC(C)(C)C1 (stereo not drawn)
  A: 0.2 | B: 103 | C: 66 | D: 95 | E: 79 | F: 103 | G: 5 | H: 89
Compound: N#CCC(=O)Nc1ccc(C(=O)OCC(=O)c2ccc3c(c2)OCO3)cc1
  A: 0.1 | B: 88 | C: 100 | D: 96 | E: 87 | F: 97 | G: 2 | H: 93
Compound: CCN(CC)S(=O)(=O)c1cc(NS(=O)(=O)c2cccc(Cl)c2)ccc1C
  A: -0.1 | B: 100 | C: 76 | D: 104 | E: 114 | F: 109 | G: 1 | H: 96
Compound: CCCNC(=O)NS(=O)(=O)c1cnccc1Sc1ccc(Cl)cc1
  A: -0.1 | B: 98 | C: 97 | D: 97 | E: 96 | F: 96 | G: -1 | H: 93
Compound: CCOC(=O)Cn1c(=NC(=O)c2cccs2)sc2cc(C(=O)OC)ccc21
  A: 0.3 | B: 107 | C: 91 | D: 91 | E: 97 | F: 103 | G: 6 | H: 86
Compound: CCCn1nnc(NC(=O)c2cccc(OCC(C)C)c2)n1
  A: -0.1 | B: 95 | C: 96 | D: 100 | E: 93 | F: 101 | G: 1 | H: 100
Compound: O=C(c1ccccc1)N1CCC(c2nc(-c3ccc(S(=O)(=O)N4CCOCC4)cc3)no2)CC1
  A: -0.1 | B: 92 | C: 95 | D: · | E: 90 | F: 89 | G: 0 | H: 96
Compound: CCOC(=O)C1=C(C)NC(SCC(=O)OC)=C(C#N)C1c1ccc(C(=O)OC)cc1 (stereo not drawn)
  A: 1.4 | B: 102 | C: 101 | D: 98 | E: 98 | F: · | G: 4 | H: 98
Compound: COc1ccc(C(=O)Nc2nnc(Cc3cccs3)s2)cc1OC
  A: -0.1 | B: 102 | C: 91 | D: 92 | E: 102 | F: 98 | G: 78* | H: 101
Compound: COc1ccccc1NC(=O)NNC(=O)c1cc2ccccc2cc1O
  A: -0.2 | B: 92[may fluoresce green] | C: 103 | D: 101[may fluoresce green] | E: 104[may fluoresce green] | F: 96[may fluoresce green] | G: 22 | H: 105[may fluoresce green]
Compound: CCCCN(CCCC)CCNC(=O)CNC(=O)c1cccs1
  A: -0.1 | B: 106 | C: 92 | D: 106 | E: 112 | F: 102 | G: 0 | H: 102
Compound: CCC(=O)Nc1ccc(N2CCOCC2)c(S(=O)(=O)Nc2ccc(OC)cc2)c1
  A: -0.1 | B: 107 | C: 96 | D: 111 | E: 107 | F: 102 | G: 1 | H: 111
Compound: CCOc1ccc(CCNC(=O)c2cc(-c3ccccc3)c(N3CCOCC3)s2)cc1OCC
  A: 0.1 | B: 97 | C: 90 | D: 99 | E: 105 | F: 101 | G: 1 | H: 100
Compound: COc1cc2c(cc1OC)CC(=O)N(C)CC2
  A: -0.1 | B: 90 | C: 95 | D: 91 | E: 91 | F: 92 | G: -1 | H: 93
Compound: COc1ccc(CCC(=O)NCC23CC4CC(CC(C4)C2)C3)cc1
  A: 0.0 | B: 94 | C: 95 | D: 91 | E: 85 | F: 98 | G: 3 | H: 93
Compound: CSCCNC(C)=O
  A: 0.0 | B: 100 | C: 109 | D: 100 | E: 96 | F: 102 | G: 0 | H: 100
Compound: Cc1nn(C(=O)c2ccoc2C)c(N)c1-c1ccccc1
  A: 0.0 | B: 100 | C: 80 | D: 108 | E: 98 | F: 103 | G: -2 | H: 110

More records:
Abbreviations: A = Efflux pump inh; B = MEP2 TOR yeast; C = Yeast superoxide; D = AGP1-GFP MLPCN; E = CIT2-GFP yeast; F = RPL19A-GFP yeast; G = AHR activator; H = LAP4 TOR yeast
Compound: CC(=O)Nc1sc(N/N=C/c2ccccc2F)nc1-c1ccc(C)cc1
  A: 0.0 | B: 101 | C: 95 | D: 104 | E: 95 | F: 93 | G: 22 | H: 112
Compound: COC(=O)c1ccccc1N(C)C(=O)C12CCC(C)(C(=O)O1)C2(C)C (stereo not drawn)
  A: 0.1 | B: 97 | C: 92 | D: 98 | E: 97 | F: 98 | G: 0 | H: 93
Compound: COc1ccc(C)cc1NC(=O)CNC(c1ccccc1)c1ccccc1
  A: 0.5 | B: 102 | C: 116 | D: 96 | E: 96 | F: 101 | G: 8 | H: 94
Compound: CC(=O)Nc1nc(-c2ccc3c(c2)OCO3)cs1
  A: 0.0 | B: 110 | C: 95 | D: 112 | E: 105 | F: 108 | G: 42 | H: 112
Compound: Cc1[nH][nH]c(=O)c1N=Nc1ccc(Cl)cc1
  A: -0.6 | B: 101 | C: 104 | D: 98 | E: 102 | F: 104 | G: 51* | H: 90
Compound: O=C(Nc1nc(-c2cccs2)cs1)c1ccco1
  A: 0.1 | B: 96 | C: 89 | D: 99 | E: 87 | F: 99 | G: 15 | H: 107
Compound: CC1(C)N=c2ccc([N+](=O)[O-])c(N)c2=[N+]1[O-]
  A: 0.0 | B: 104 | C: 107 | D: · | E: · | F: 97 | G: 2 | H: ·
Compound: Cc1cccc(C)c1NC(=O)C(C)N1CCCCC1 (stereo not drawn)
  A: -0.1 | B: 84 | C: 101 | D: 118 | E: 111 | F: 92 | G: 1 | H: 107
Compound: CCCN1C(=O)/C(=N\OCC(=O)NC23CC4CC(CC(C4)C2)C3)c2ccccc21
  A: 0.0 | B: 104 | C: 110 | D: 92 | E: 84 | F: 98 | G: -7 | H: 96
Compound: COc1ccc(/C=N/Nc2nc(-c3ccc(C)cc3)c(NC(C)=O)s2)cc1
  A: 0.0 | B: 105 | C: 103 | D: 117 | E: 103 | F: 95 | G: 8 | H: 126
Compound: N/C(=N\OC(=O)c1ccc([N+](=O)[O-])cc1)c1cccnc1
  A: 0.0 | B: 100 | C: 88 | D: 100 | E: 111 | F: 101 | G: -2 | H: 93
Compound: O=C(NC1CCN(Cc2ccccc2)CC1)c1ccc(Cl)cc1Cl
  A: -0.1 | B: 87 | C: 90 | D: 86 | E: 90 | F: 96 | G: 0 | H: 73
Compound: O=C(C[C@@H]1C/C=C\C[C@@H](NC(=O)OCC2c3ccccc3-c3ccccc32)C(=O)OC[C@@H](Cc2ccccc2)NC1=O)NCCO
  A: 0.4 | B: 90 | C: 86 | D: 90 | E: 104 | F: 96 | G: 0 | H: 89
Compound: CCC1SC2=NC(C)=C(C(=O)OC)C(c3ccc(C)cc3)N2C1=O (stereo not drawn)
  A: 0.1 | B: 100 | C: 101 | D: 95 | E: 100 | F: 98 | G: 2 | H: 97
Compound: CC(C)(C)c1nnc(NC(=S)Nc2ccccc2)s1
  A: 0.0 | B: 98 | C: 92 | D: 97 | E: 99 | F: 94 | G: 1 | H: 104
Compound: Cc1nn(CC(=O)N2CCN(C(=O)c3ccco3)CC2)c(C)c1[N+](=O)[O-]
  A: -0.1 | B: 105 | C: 107 | D: 102 | E: 116 | F: 100 | G: 0 | H: 88
Compound: CCCCN(C(=O)c1ccc(N(C)S(=O)(=O)c2ccc(C)cc2)cc1)c1c(N)n(CCC)c(=O)[nH]c1=O
  A: -0.3 | B: 103 | C: 93 | D: 95 | E: 120 | F: 102 | G: 0 | H: 81
Compound: O=C(Nc1ccccc1)Nc1cccn(Cc2c(F)cccc2Cl)c1=O
  A: 0.0 | B: 101 | C: 123 | D: 99 | E: 93 | F: 88 | G: 9 | H: 103
Compound: COc1ccc(CC(=O)NNc2ncnc3c2cnn3-c2ccc(C)cc2)cc1
  A: -0.5 | B: 97 | C: 99 | D: 102 | E: 97 | F: 100 | G: 3 | H: 92
Compound: CC(C)(C)OC(=O)N[C@@H](/C=C/c1ccccc1)C(=O)OC(C)(C)C
  A: 0.0 | B: 87 | C: 109 | D: 94 | E: 86 | F: 95 | G: 1 | H: 94
Compound: CCN(CC)C(=S)SCc1csc(CC(=O)Nc2ccccc2C)n1
  A: -0.2 | B: 111 | C: 98 | D: 105 | E: 96 | F: 107 | G: 0 | H: 109
Compound: CCOC(=O)N1CCN(C(=O)C(=O)Nc2ccc3nc4n(c(=O)c3c2)CCCCC4)CC1
  A: -0.2 | B: 96 | C: 99 | D: 91 | E: 87 | F: 96 | G: -2 | H: 87
Compound: COc1ccc(Nc2ccc(N3C(=O)CCCC3=O)cc2[N+](=O)[O-])cc1OC
  A: 0.1 | B: 102 | C: 103 | D: 97 | E: 90 | F: 101 | G: 4 | H: 110
Compound: Cc1cccc(CC(=O)N2CCC(n3nccc3NC(=O)C3CC3)CC2)c1
  A: 0.0 | B: 106 | C: 100 | D: 104 | E: 105 | F: 100 | G: 1 | H: 110
Compound: Cc1cccc(C)c1NC(=O)CN(C)c1ccc(C(F)(F)F)cn1
  A: 0.0 | B: 110 | C: 107 | D: 101 | E: 101 | F: 104 | G: 0 | H: 91
Compound: O=C1NC[C@@H](c2ccccc2)OC(=O)[C@@H](Cc2ccc(F)cc2)CC/C=C/C[C@@H]1CC(=O)N(CCO)Cc1ccccc1
  A: 0.2 | B: 98 | C: 113 | D: 109 | E: 108 | F: 110 | G: 1 | H: 109
Compound: COC(=O)CCC(=O)c1oc2ccc(Cl)cc2c1NC(=O)CCCN1C(=O)c2ccccc2C1=O
  A: 0.2 | B: 96 | C: 91 | D: 103 | E: 92 | F: 100 | G: 2 | H: 96

Hits appear at their usual frequency. About 3.9% of those tested had a hit in this group.
